ERG-DNA inh: ERG Ets/DNA interaction inhibition | fluorescence polarization, His-ERG Ets domain / labelled DNA | 370,000 compounds, 0.028% hits | P11308 | Potency, µM (highest dose often 76.9 µM), for the others: top-dose FP activity, negative = inhibition, actives largely listed as inhibitors; active = well fitted inhibition curve with a large enough effect in the polarisation, with a control signal flat; inconclusive = small, poorly fitted or top-dose-only effect, or effect the other way, or a change in a side signal; inactive = no such curve, though single readings can be large or run the other way; the % refers to the polarisation;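 also: polarization taken with two DNA probes labelled with fluorescein and Texas red; potency is read from the fitted curve at half-maximal effect; % of control where 0% means no effect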
Target sequence (P11308 whole entry, looked up, the tested form may be a part): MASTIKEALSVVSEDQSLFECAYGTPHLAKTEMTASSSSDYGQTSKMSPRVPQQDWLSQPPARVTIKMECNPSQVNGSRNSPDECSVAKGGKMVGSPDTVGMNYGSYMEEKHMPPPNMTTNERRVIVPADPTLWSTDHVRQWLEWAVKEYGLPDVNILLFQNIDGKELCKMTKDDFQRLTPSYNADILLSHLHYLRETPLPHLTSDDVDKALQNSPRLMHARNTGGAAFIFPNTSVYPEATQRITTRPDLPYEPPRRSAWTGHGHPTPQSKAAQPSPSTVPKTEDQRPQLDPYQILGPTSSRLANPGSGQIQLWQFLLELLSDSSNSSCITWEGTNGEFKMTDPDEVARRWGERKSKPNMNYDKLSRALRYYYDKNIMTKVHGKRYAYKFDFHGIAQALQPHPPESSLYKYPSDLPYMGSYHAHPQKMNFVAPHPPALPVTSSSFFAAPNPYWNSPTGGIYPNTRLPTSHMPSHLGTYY
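His-tagged ERG Ets domain (1 uM in the protein solution; 300mM KCl, 50mM Tris-HCl, 1mM EDTA, 1mM DTT, pH 7.5) received compound, then a probe mix of 5 nM fluorescein-DNA and 100nM Texas-615-DNA. Fluorescence polarization was read for both dyes.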
G9a block: blocks human histone lysine methyltransferase G9a; Q96KQ7; G9a H3K9 monomethylation, AlphaScreen, 2 h; Potency, µM (top dose mostly 102 µM), for inactives: at the highest dose activity, negative = inhibition, usual class: inhibitors; 350,000 compounds, 8.8% hits; AID 504332; also: potency is read from the fitted curve at half-maximal effect; % is scaled to controls: 0 for no effect and ±100 for the full control effect; nearly all actives have a fitted effect of over 75% in size
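Signal arises when biotinylated H3K9 peptide, once monomethylated, bridges streptavidin donor and antibody-captured acceptor beads. Enzyme at 20 nM was preincubated 15 min with test compounds; peptide 500 nM and SAM 20 uM then reacted for 2 h.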
BAZ2B inh: inhibitors of human BAZ2B bromodomain. 360,000 compounds, 4.4% hits. AID 504333. Q9UIF8. AlphaScreen BAZ2B-H3K14Ac peptide displacement. Potency, µM (doses to about 114 µM), inactives show at the top dose activity change, negative = inhibition, most hits filed as inhibitors; also: potency is read from the fitted curve at half-maximal effect; % is scaled to controls: 0 for no effect and ±100 for the full control effect; nearly all actives have a fitted effect of over 60% in size
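Multi-concentration screen (max 110 uM) measuring displacement of acetylated histone H3 peptide from BAZ2B by AlphaScreen, using 50 nM protein, 50 nM peptide and 10 ug/mL streptavidin donor plus Ni-chelate acceptor beads.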
HP1b binding inh: inhibitors of HP1-beta chromodomain binding to methylated histone tails; AlphaScreen HP1-beta / biotin-H3K9me3 peptide binding; P83916; Potency, µM (series often up to 114 µM), without a hit: top-dose activity change, negative = inhibition, hits mostly inhibitors; 390,000 compounds, 0.56% hits; AID 540317; also: potency is read from the fitted curve at half-maximal effect; nearly all actives have a fitted effect of over 70% in size; inactives centre near 23
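AlphaScreen: HP1-beta (50 nM) preformed 30 min with biotin-H3(1-18)K9me3 peptide (50 nM) in PBS pH 7.4, 0.01% Tween-20. Compound added for 30 min at RT, then streptavidin donor/nickel chelate acceptor beads (10 ug/mL) for 30 min.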
PGK inhibitor: inhibitors of T. brucei phosphoglycerate kinase; AID 602233; 380,000 compounds, 0.043% hits; PGK/GAPDH coupled, Kinase-Glo luminescence, 60 min; Potency, µM (series often up to 57.5 µM), for inactives: top-dose activity change, negative = inhibition, most hits filed as inhibitors; also: potency is read from the fitted curve at half-maximal effect; % is scaled to controls: 0 for no effect and ±100 for the full control effect; nearly all actives have a fitted effect of over 60% in size
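Recombinant glycosomal PGK reaction used 1,3-bisphosphoglycerate generated in-well by GAPDH (100nM final) in 100mM TEA pH 7.6, 5mM MgCl2, 0.01% Tween-20. After 60 minutes at room temperature, ATP was read by Kinase-Glo Plus luminescence end-point.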
PI4K2A block: inhibitors of human PI4K2A. Q9BTU6. purified PI4K2A, ADP-Glo luminescence, 1 h; stronger effect = lower value. activity change, negative = inhibition, % at 76.9 µM. 420,000 compounds, 0.13% hits; in the data active = activity change below about -50%; inconclusive = mostly about -30% to -49%;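 also: -100% = wells without enzyme as full effect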
Target sequence (Q9BTU6 whole entry, looked up): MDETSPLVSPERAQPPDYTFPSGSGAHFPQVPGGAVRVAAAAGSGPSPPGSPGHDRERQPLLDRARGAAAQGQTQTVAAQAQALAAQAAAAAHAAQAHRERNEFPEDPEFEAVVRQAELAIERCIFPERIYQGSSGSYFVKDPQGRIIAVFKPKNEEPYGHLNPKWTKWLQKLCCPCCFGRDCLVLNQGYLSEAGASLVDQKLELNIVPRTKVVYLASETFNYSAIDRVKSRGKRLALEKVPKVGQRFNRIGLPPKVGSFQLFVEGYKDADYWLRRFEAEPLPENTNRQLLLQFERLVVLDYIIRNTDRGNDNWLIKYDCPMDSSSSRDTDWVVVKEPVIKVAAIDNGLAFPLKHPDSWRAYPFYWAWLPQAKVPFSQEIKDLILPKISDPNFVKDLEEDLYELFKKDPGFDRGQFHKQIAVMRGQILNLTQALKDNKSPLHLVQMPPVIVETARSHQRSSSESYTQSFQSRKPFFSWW
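ADP-Glo luminescence measured ADP generated by PI4K2A enzyme (4 ug/mL before mixing) with 1.2 mM PI substrate (pre-mix) and 300 microM ATP (pre-mix). Tris pH7.5 buffer with MgCl2, Triton X-100; 1 h reaction at ambient temperature.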
GLS inh: glutaminase GLS (human) inhibition; GLS enzymatic activity, qHTS titration; Potency, µM (titrated, usually from 45.5 µM), inactives show at the highest dose activity change, negative = inhibition, actives largely listed as inhibitors; 410,000 compounds, 0.21% hits; also: potency is read from the fitted curve at half-maximal effect; % is scaled to controls: 0 for no effect and ±100 for the full control effect
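hKGA in 45 mM KH2PO4 (pH 8.2), 0.02% Tween-20 with compound, then 1mM L-Glutamine (stock as added) plus glutamate oxidase/HRP/Amplex red coupling mix. Fluorescence read initially and after 30 min at RT; signal change reflects glutamate formation.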
Pin1 inh: blocks the human prolyl isomerase Pin1. Q13526. Pin1 FP peptide displacement, HiFluor488, 10 min. Potency, µM (highest dose often 115 µM), without a hit: at the highest dose activity, negative = inhibition, most hits filed as inhibitors. 390,000 compounds, 0.009% hits; active = well fitted inhibition curve with a large enough effect in the polarisation, with a control signal flat, not every such curve was filed as active; inconclusive = small, poorly fitted or top-dose-only effect, or effect the other way, or a change in a side signal; inactive = no such curve, though single readings can be large or run the other way; the % refers to the polarisation; also: potency is read from the fitted curve at half-maximal effect; % is scaled to controls: 0 for no effect and ±100 for the full control effect
Target sequence (Q13526 whole entry, looked up): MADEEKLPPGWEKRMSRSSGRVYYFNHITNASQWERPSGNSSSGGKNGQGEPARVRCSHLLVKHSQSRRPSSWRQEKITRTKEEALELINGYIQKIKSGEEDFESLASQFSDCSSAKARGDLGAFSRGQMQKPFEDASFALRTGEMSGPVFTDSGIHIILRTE
JMJD2A Tudor inh: blocks the human JMJD2A Tudor domain | AID 504339 | 390,000 compounds, 4.4% hits | AlphaScreen JMJD2A-Tudor / H3K4me3 peptide binding | O75164 | Potency, µM (highest dose often 114 µM), inactives show at the highest dose activity change, negative = inhibition, usual class: inhibitors; also: potency is read from the fitted curve at half-maximal effect; % is scaled to controls: 0 for no effect and ±100 for the full control effect; nearly all actives have a fitted effect of over 50% in size
Active calls of the source: *; i = inactive; u = inconclusive; x = not tested or not shown; & = joins results of further samples; [ ] = dose if it differs, or a comment. Unless noted, calls follow the shape of the dose curve; as a rule, active = well fitted curve in the direction sought with a large enough effect; inconclusive = small, poorly fitted or top-dose-only effect, or another doubt; inactive = no such curve, though single readings can be large; an effect the other way counts as inactive or inconclusive. No enrichment for hits. Share with any hit: about 11%.

SMILES	ERG-DNA inh	G9a block	BAZ2B inh	HP1b binding inh	PGK inhibitor	PI4K2A block	GLS inh	Pin1 inh	JMJD2A Tudor inh
CC(=O)c1ccc(NC(=O)/C(C#N)=C/c2ccncc2)cc1	-4.5%	23.8%	-38.2%	28.3%	-7.8%	2.8	2.1%	14.2%	-2.1%
CC(CC(=O)O)CC(=O)Nc1cccc([N+](=O)[O-])c1 (centres undefined)	5.0%	-0.7%	-8.5%	26.4%	i	6.7	25.2%	7.4%	-6.6%
c1ccc(NC2=Nc3ccccc3CS2)cc1	-3.5%	6.6%	5.0%	19.4%	-4.8%	-11.1	2.7%	5.2%	-4.8%
CCCN1CCN(CCCNC(=O)Cn2nc(C)n3c(cc4cc(OC)ccc43)c2=O)CC1	-10.3%	x	0.1%	41.8%[activator]	-14.3%	-3.8	-0.9%	-0.5%	-14.3%
CCCCNC(=O)COC(=O)C1CCN(S(=O)(=O)c2ccc3c(c2)OCCO3)CC1	-5.5%	17.9%[59 µM]	-5.5%	11.8%	-3.1%	0.8	-2.3%	-8.8%	-19.0%
Cc1cc(SCC2=NNC(=O)C2)c(Cl)cc1Cl	2.3%	5.0%	-23.7%	-13.2%	-2.1%	-1.6	u	-4.8%	-29.6%
O=C(Nc1ccc(S(=O)(=O)Nc2ncccn2)cc1)c1cncc(Br)c1	-4.9%	20.1%	3.4%	26.4%	-1.3%	-1.2	11.4%	-6.1%	-5.5%
C=CCN(c1ccccc1)S(=O)(=O)c1ccc2c(c1)NC(=O)C(C)C(=O)N2 (centres undefined)	-4.5%	x	-12.7%	25.7%	0.6%	-0.8	-0.2%	4.6%	-4.2%
COc1ccc(OC)c(NC(=O)c2ccc(-c3nc(COc4ccccc4)c(C)o3)cc2)c1	-3.2%	u	u	-1.9%	-2.1%	-0.6	5.6%	7.0%	-26.2%
COc1ccc(CC(=O)NNC(=O)c2ccncc2)cc1	8.1%	-16.8%	9.4%	25.3%	-0.3%	-5.2	-14.4%	-0.3%	2.9%
CCOC(=O)N1CCN(C(=O)c2cc(Cl)c(Cl)cc2C(=O)O)CC1	1.9%	2.7%[12.7 µM]	8.6%	28.2%	-0.4%	-4.2	2.1%	6.1%	-9.9%
CCOC(=O)c1ccc(NC(=O)CSc2ncccn2)cc1	8.0%	u	-31.6%	-4.1%	i	-2.6	-5.8%	-0.2%	-4.1%
O=C(Cc1ccccc1)Nc1cccc(NC(=O)c2cccs2)c1	1.9%	-3.7%	-16.9%	31.4%	-5.5%	-2.2	8.7%	1.3%	-8.6%
COc1cccc(C(C(=O)NC2CCCC2)N(C(=O)c2ccco2)c2ccccc2)c1OC (centres undefined)	4.5%	-7.8%	3.1%	16.2%	-3.7%	0.5	-11.8%	2.9%	-8.5%
Cc1cc(C(=O)CN2C(=O)NC3(CCCc4sccc43)C2=O)c(C)n1-c1ccc(Cl)cc1 (centres undefined)	13.4%	-7.6%[59 µM]	-23.0%	33.2%	-5.6%	-0.2	0.0%	11.1%	-10.4%
Cc1[nH]c2ccccc2c1CCNC(=O)CCC(=O)c1ccccc1	-8.1%	-38.5%	u	44.8%[activator]	-1.5%	1.2	-6.0%	1.8%	-9.1%
CC(C)c1ccc(NC(=S)NCc2cccs2)cc1	-2.1%	-11.0%	-0.8%	22.2%	-1.0%	-0.2	19.3%	-1.8%	-6.7%
O=C(NC(=S)NCc1ccccc1)c1cccs1	-3.8%	x	u	23.2%	-7.9%	-7.2	18.0%	-0.8%	-24.7%
Cc1ccc(NC(=O)c2cc(S(=O)(=O)N3CCC(C)CC3)cn2C)cc1Cl	-0.6%	-0.2%[59 µM]	5.4%	27.7%[57 µM]	-2.9%	2.7	3.2%	-3.4%	-2.6%
CC(C)CN(C(=O)COC(=O)C1=COCCO1)c1c(N)n(Cc2ccccc2)c(=O)[nH]c1=O	-1.0%	-22.3%	-2.7%	34.0%	5.7%	-0.4	5.7%	1.6%	-5.5%
CC1=Nc2ccccc2N=C(N)C1c1ccccc1 (centres undefined)	0.4%	-10.7%	u	2.3%	-12.6%	-15.2	25.2%	-0.2%	-14.5%
COc1ccc(N(Cc2ccco2)C(=O)c2ccccc2F)cc1OC	-2.5%	u	-10.1%	-3.6%	3.5%	5.8	7.5%	-2.0%	-26.5%
CCOC(=O)C1(Cc2ccccc2C)CCCN(C(=O)c2ccoc2)C1 (centres undefined)	-5.7%	x	-8.2%	15.5%	-4.8%	2.2	-0.1%	2.3%	-21.9%
COCCCNC(=O)c1ccc2c(=O)n(Cc3ccc(OC)cc3)c(=O)[nH]c2c1	2.7%&8.1%	1.6%	0.1%&2.6%	52.4%&6.4%[activator]	-13.8%&-1.3%	-3.8&2.6	-5.9%&-12.4%	-3.6%&0.5%	-4.2%&5.8%
O=S1(=O)N=C(SCCO)c2ccccc21	15.2%	79.4µM*	u	35.0%	-7.5%	-2.1	14.6%	-6.8%	u
The results go on:
SMILES	ERG-DNA inh	G9a block	BAZ2B inh	HP1b binding inh	PGK inhibitor	PI4K2A block	GLS inh	Pin1 inh	JMJD2A Tudor inh
CC(C)NC(=O)C1CCN(C(=O)c2cc3sccc3n2Cc2ccc(Cl)cc2)CC1	-3.5%	9.2%[59 µM]	5.7%	38.2%	-8.5%	-1.4	-1.7%	-0.8%	7.3%
CCOC(=O)N1CCN(C(=O)COC(=O)C2CCN(S(=O)(=O)c3c(Cl)cccc3Cl)CC2)CC1	1.1%	50.1µM*	1.7%	20.4%	i	-3.7	-0.5%	3.5%	-17.1%
CCN1CNC(=S)N(Cc2ccccc2)C1	2.0%	-4.4%[59 µM]	12.3%	32.6%	i	0.4	-2.0%	-0.5%	-20.1%
Cn1nccc1C(=O)c1ccc(Cl)cc1	5.4%	7.3%	8.0%	66.2%[activator]	-5.9%	6.4	-7.1%	-8.5%	-2.1%[11.4 µM]
Cc1cccc(N2CCN(C(=O)c3ccc4nc(N5CCCCC5)sc4c3)CC2)c1C	1.1%	-9.6%	-6.0%	-22.2%	-1.7%	1.0	1.2%	-6.1%	-31.3%
CCOC(=O)c1cccc(NC(=O)c2nn(-c3ccc(OC)cc3)c(=O)c3c2c2ccccc2n3C)c1	-9.9%	2.8%[59 µM]	x	17.7%	x	-1.2	1.6%	-1.3%	-11.7%
CC(=O)Nc1ccc(S(=O)(=O)Nc2cccc(-c3nc4cc(C)ccc4o3)c2)cc1	2.6%	x	x	13.4%	-0.2%	2.7	5.8%	8.8%	-22.8%
O=C(NNC(=O)c1ccccc1Br)c1ccc(SCC2CCCO2)c([N+](=O)[O-])c1 (centres undefined)	-0.7%	37.4%[59 µM]	-6.9%	7.5%	3.5%	2.2	19.9%	6.2%	-23.0%
O=C(NN1CCOCC1)c1ccc(S(=O)(=O)N2CCCCC2)cc1	-4.2%	3.7%	19.7%	12.3%	-2.0%	-1.6	-1.9%	5.4%	-5.1%
CCCNC(=O)c1cc(-c2ccc(OC)cc2)on1	11.1%	-4.9%[59 µM]	-0.6%	2.9%	-7.6%	-1.2	2.6%	2.9%	-7.2%
Cc1ccc(-c2nc3ccccc3[nH]2)s1	-2.8%	7.94µM*	-2.6%	53.6%	u	u	-9.1%	8.8%	-1.7%
Cc1cc(C)c(N(C(=O)CN2C(=O)c3ccccc3S2(=O)=O)C(C(=O)NCC2CCCO2)c2ccc(F)cc2)c(C)c1 (centres undefined)	10.6%	-18.1%[59 µM]	-23.4%	21.1%	-3.2%	4.2	71.0%[activator]	-0.5%	-24.5%
Cc1ccc(NC(=O)COC(=O)c2ccn(C)n2)cc1	x	u	-2.0%	-5.3%	-4.7%	-6.9	0.0%	4.3%	-12.8%
Cc1cccc(-n2c(-c3csc(C(C)C)c3)n[nH]c2=S)c1	-4.9%	u	-33.0%	11.8%	-0.6%	-2.6	u	2.1%	u
Clc1ccccc1OCc1nc(-c2ccncc2)no1	-2.9%	-7.9%[59 µM]	5.6%	2.8%	-8.3%	2.5	u	-17.5%	-31.3%[11.4 µM]
O=C(Nc1ccc2c(c1)OCO2)C1CCCN1C(=O)Nc1cccc(F)c1 (centres undefined)	9.5%	-27.3%	2.0%	11.3%	6.3%	-2.3	0.8%	0.3%	-12.3%
CC1CCN(CCCn2c(=S)[nH]c3ccccc3c2=O)CC1	4.5%	3.5%[2.33 µM]	u	47.3%[activator]	i	8.6	-4.3%	-3.0%	-2.9%
O=C(NC1CCCC1)C(c1ccncc1)N(Cc1cccs1)C(=O)c1csnn1 (centres undefined)	3.6%	u	-7.1%	20.4%	-8.6%	-3.8	-0.6%	-2.3%	-19.1%
O=C(c1cccs1)N1CCC(c2nc3c(nnn3Cc3cccc(Cl)c3)c(=O)[nH]2)CC1	11.3%	-41.6%	-15.1%	34.4%	i	-3.4	-18.3%	-8.1%	-18.2%
Cc1ccc2c(CN3CCCCC3CCO)cc(=O)oc2c1 (centres undefined)	-8.2%	25.1µM*	3.1%	32.0%	-2.5%	4.5	-4.2%	-0.4%	0.3%
O=C(NC1CCCCCC1)c1cc2ccccc2oc1=O	2.9%	x	13.0%	35.7%	-3.4%	-0.6	-9.8%	-11.0%	-8.3%
COc1ccc(NC(=O)CN(C)S(=O)(=O)c2ccc3c(c2)OCCO3)c2ncccc12	1.0%	u	-6.3%	5.6%	-1.7%	4.4	-3.9%	44.8%[activator]	-19.7%
N#Cc1sc(NCc2ccccc2)nc1Cl	-8.0%	13.9%	3.9%	58.8%[activator]	i	4.6	-11.0%	-6.4%	6.1%

Assay outcomes (PubChem BioAssay)
